# Pf Dd2 growth – inhibitors of Plasmodium falciparum Dd2 growth. AID 1347417. Potency, µM (top dose mostly 28.9 µM), for the others: top-dose activity, negative = inhibition, actives largely listed as inhibitors. 120,000 compounds, 4.3% hits. P. falciparum Dd2 growth, SYBR Green, 72 h; active = well fitted inhibition curve with a large enough effect; inconclusive = small, poorly fitted or top-dose-only effect; inactive = no such curve, though single readings can be large or run the other way;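 note: plate controls were DMSO vehicle for no effect and reference drug for full effect; nearly all actives have a fitted effect of over 65% in size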
#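 Readout: SYBR Green fluorescence, 485 nm excitation, 535 nm emission, after ~16 h lysis at 37C. Before that, Dd2-infected red cells (2.5% hematocrit) grew 72 h with compound, 29 uM top final concentration.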
# Active calls of the source: *; i = inactive; ? = inconclusive; [ ] = another dose, or the depositor's remark. Potency is the fitted concentration of half-maximal effect. This is a subset, so the mix of outcomes need not match the whole.
SMILES,Pf Dd2 growth
CCOc1ccccc1CN1CCC2(CCN(C(=O)c3ccc(C)cc3)CC2)Oc2ccccc21,-3%
CCCCc1nc2ccccc2n1CC(=O)N(COCC)c1c(C)cccc1CC,-17%
O=C(NCC(F)F)C1CN(c2ccc(F)cc2)C(=O)N1 (stereo not drawn),2%[44.1 µM]
Cc1ccc(Cn2c(CN3CCC(C(=O)NCCc4ccccc4)CC3)cc3ccccc32)cc1,7.9µM*
COc1ccc(-c2nc3scc(CCNS(=O)(=O)c4c(C)noc4C)n3n2)cc1OC,?
Cc1cccc(CC(=O)N2CCC3(CC2)CC(O)CCO3)c1 (stereo not drawn),?
COc1ccccc1-c1nc(SCC(=O)c2ccccc2)n[nH]1,-13%
CCOc1cc(=O)n2c(c1C(=O)NCCCN1CCCc3ccccc31)CCCCC2,-19%
CCCN(C)c1nccnc1OC1CCN(C(=O)C2CCC2)C1 (stereo not drawn),?
NC(=O)CCNC(=O)C1=C[C@@H](NC(=O)Nc2cccc(F)c2)[C@@H](O)[C@H](O)C1,-23%[44.1 µM]
Cc1nc(-c2ccc(C)c(S(=O)(=O)N3CCC(C(=O)Nc4ccc(Cl)cc4)CC3)c2)no1,11µM*
C[S+](=O)([O-])N1CCC2(CCN(Cc3cccs3)c3ccccc3O2)CC1,?
COc1cccc([S+](=O)([O-])N2CCCC3(C2)C(=NC2CCCC2)NC(=O)N3c2cc(F)cc(F)c2)c1 (stereo not drawn),?
O=C(NC1CCCN(c2cc(-c3ccccc3)[nH]n2)C1)c1ccccc1 (stereo not drawn),?
CCOC(=O)C1CC1CN1CCCC12Cc1ccccc1CNC2=O (stereo not drawn),?
COCc1cc(C[C@@H]2C[C@H](NC3CCOCC3)C2(C)C)no1,-12%[44.1 µM]
COc1ccc(N(Cc2cccs2)C(=O)c2ccc(OC)c(Cl)c2)cc1,3%
CCOc1ccc(-c2cc3nc(C4CCN(C(=O)OC(C)(C)C)CC4)c(C(=O)Nc4ccc(C)cc4Cl)cn3n2)cc1,4µM*
O=C(c1ccc(C(F)(F)F)cc1)N1CCC2(C1)C(=O)N(c1ccccc1)c1ccccc12 (stereo not drawn),10µM*
COC[C@@H]1CN(C(=O)Cn2nc(C)cc2C)C[C@H]1c1nc(C2CC2)no1,12%
COc1ccc(OC)c(CN2CCc3ncc(C(=O)Nc4ccccc4)n3CC2)c1,i
CCN(c1ccc(OC)cc1)S(=O)(=O)c1ccc2[nH]c3c(c2c1)CCCCC3,?
CCc1ccccc1NC(=O)Cc1c(C(=O)O)[nH]c2ccc(Cl)cc12,i
Cc1cccc(CNC(=O)c2c(C)noc2-c2ccc(C(C)(C)C)cc2)c1,-11%
COCC(=O)N[C@@H]1CN(Cc2ccncc2)C[C@H]1CO,?
SMILES,Pf Dd2 growth
CCN(CC)S(=O)(=O)c1ccc2c(c1)N(CC(=O)Nc1ccc(Cl)cc1)C(=O)C1CCCN21 (stereo not drawn),-23%
CCCOc1ccc(Nc2cc(C)nc(C)n2)cc1,0%
COCC1CN(C(C)=O)CC12CCN(S(=O)(=O)c1cn(C)cn1)CC2 (stereo not drawn),i
O=C(c1ccccc1F)N1CCc2nc(C3CC3)nc(-c3ccc(O)cc3)c2CC1,-27%
Cc1nc(-c2c3n(c(=O)n(Cc4ccc(OC(F)(F)F)cc4)c2=O)CCCC3)no1,?
CN1CCN(C)c2cc(Nc3ccncc3)ncc2C1,i
COCCC1(NC(=O)C2CCOCC2)CCN(C(=O)C2COc3ccccc3O2)CC1 (stereo not drawn),-4%
Cc1cccc(N2CCN(C(c3ccc(F)cc3)c3nnc(-c4ccccc4)o3)CC2)c1C (stereo not drawn),11µM*
O=C1CCN(C(=O)Cc2ccccc2)CCCC(CO)CCN1 (stereo not drawn),4%
CCNC(=O)[C@@H]1C[C@H](N)CN1C(=O)c1c(C)nc2sccn12,1%
Cc1nc(-c2ccccc2)cc([C@H]2CN3CC[C@H]2C[C@@H]3CNC(=O)C(C)(C)C)n1,-1%[44.1 µM]
Cc1ccc(C)c(N2CCN(c3nc4ccc(Cl)cc4n4cnnc34)CC2)c1,2%
COc1ccc(OC)c(CCNC(=O)CCn2c(=O)c3cccn3c3cccnc32)c1,-15%
CCc1nc2c(c(-c3ccc(O)cc3)n1)CCN(Cc1ccc(C(F)(F)F)cc1)CC2,?
CC1(C)CNC(=O)c2nc(CC3(O)CCCC3)[nH]c2C1,6%
Cc1nc2c(c(C)nn2C(C)(C)C)c(C)c1CCC(=O)Nc1ccc(Br)cc1Br,?
COc1ccc(C(=O)N[C@H]2C[C@H]3C(=O)Nc4ccc(-c5cccs5)cc4C(=O)N3C2)cc1,i
O=C(Nc1ccc(OCc2cc(=O)n3c4c(sc3n2)CCCC4)cc1)c1ccc(F)cc1,18%
NC(=O)N1CCCC1C(=O)N1CCC(c2[nH]ncc2-c2cccc(F)c2)CC1 (stereo not drawn),3%
COc1ccc(-c2cc(C(=O)Nc3cccc(O)c3)on2)cc1OC,14%[0.594 µM]
O=C(c1cc(C2CC2)nc2onc(C3CCNC3)c12)N1CCCCC1 (stereo not drawn),-5%
O=c1c(-c2cc(-c3ccc(F)cc3)nc3c2COc2ccc(Cl)cc2-3)coc2ccc(F)cc12,?
O=C(NCc1ccc(F)cc1)NC1CCc2nnc(C3CC3)n2CC1 (stereo not drawn),i
C[S+](=O)([O-])N1Cc2ccccc2CC2(CCN(Cc3ccccn3)CC2)C1,-19%
CCN(CC)S(=O)(=O)c1ccc2[nH]cc(C(=O)NCCc3ccccc3)c(=O)c2c1,i

# 7 compounds picked at random from those above:
SMILES,Pf Dd2 growth
COc1ccc(C(=O)N[C@H]2C[C@H]3C(=O)Nc4ccc(-c5cccs5)cc4C(=O)N3C2)cc1,i
COCCC1(NC(=O)C2CCOCC2)CCN(C(=O)C2COc3ccccc3O2)CC1 (stereo not drawn),-4%
Cc1ccc(C)c(N2CCN(c3nc4ccc(Cl)cc4n4cnnc34)CC2)c1,2%
O=C(c1cc(C2CC2)nc2onc(C3CCNC3)c12)N1CCCCC1 (stereo not drawn),-5%
Cc1nc(-c2c3n(c(=O)n(Cc4ccc(OC(F)(F)F)cc4)c2=O)CCCC3)no1,?
Cc1nc(-c2ccccc2)cc([C@H]2CN3CC[C@H]2C[C@@H]3CNC(=O)C(C)(C)C)n1,-1%[44.1 µM]
COCC1CN(C(C)=O)CC12CCN(S(=O)(=O)c1cn(C)cn1)CC2 (stereo not drawn),i

# (list continues)
SMILES,Pf Dd2 growth
CC(C)CCN1CCC(N2CCN(C(=O)c3cccc(Br)c3)CC2)C1=O (stereo not drawn),?
CCc1ccc(-c2ccc3nnc(SCC(=O)Nc4cccc(C(C)=O)c4)n3n2)cc1,18%
COc1cc(CNC(=O)CCC2CCN(S(=O)(=O)c3ccccc3)CC2)cc(OC)c1,?
O=C(c1n[nH]c2ccccc12)N1CCC2(CC1)CC(N1CCOCC1)CCO2 (stereo not drawn),-5%
CCOc1ccccc1NC(=O)Cn1c(=O)oc2cc(S(=O)(=O)NCc3ccccc3)ccc21,20%
COc1ccc(CN[C@H]2[C@H](O)[C@@H](N(C)CCc3ccccn3)[C@@H]3OC[C@H]2O3)cc1,i
CCOc1ccc2oc(=O)cc(CN3CCN(Cc4ccc(F)cc4)CC3)c2c1,?
Cc1ccc(C(=O)COC(=O)CCC(=O)Nc2ccc(Oc3cc(C)ccc3C(C)C)cc2)cc1,23%
Cc1ccccc1CCNC(=O)c1cc2cc(S(=O)(=O)N3CCCCC3)ccc2n1C,?
Cc1ccc(C)c(-c2cc3c(=O)n(CCNC(=O)c4ccc5ccccc5n4)ccn3n2)c1,i
COC(=O)c1ccc(NC(=O)c2nn(C)c3c2COc2ccccc2-3)cc1,4%
O=C(Cn1ccn2nc3c(c2c1=O)CCCCC3)NCc1ccccc1Cl,?
COc1ccc(OC)c(NC(=O)c2cccc3c2C(=O)N(C2CCCCC2)C3)c1,?
Fc1ccc(-n2cc(-c3ccccc3)c3c(NCCc4ccccc4)ncnc32)cc1,-18%
O=C([C@H]1CCC[C@H](O)C1)N(CCC1=CCCCC1)Cc1ccccc1,?
Cn1ccnc1CNC(=O)C[C@@H]1C[C@H]2O[C@H](CNCc3ccccc3OC(F)(F)F)[C@@H](O)[C@H]2O1,20%
CCOc1ccc(NC(=O)N2CCOc3ccccc32)cc1,-15%
O=C(NCc1cccnc1)[C@@H]1C[C@@H](O)CN1C1CCN(C(=O)c2cc(F)ccc2F)CC1,14%
C[C@@H](c1ccccc1)N1C(=O)[C@@H]2CN(C(=O)CSc3ccncc3)CCN2C1=O,-20%[44.1 µM]
O=C1NCCCc2[nH]c(-c3nc(-c4ccncc4)n[nH]3)nc21,-21%
Cc1ccc(C(=O)N2CCN(C3CCN(CCC(C)C)C3=O)CC2)cc1 (stereo not drawn),-24%
CCCCN1C(=O)C(O)(c2c(C)[nH]c3ccccc23)c2ccccc21 (stereo not drawn),-9%
COc1ccc(CNC(=O)c2cc3c(-c4ccccc4F)nn(C)c3s2)cc1,0%
O=C(O)CCC(=O)N1CCc2cc(S(=O)(=O)NCc3ccc(F)cc3)ccc21,-2%
Cc1cc(C)n2nc(CNS(=O)(=O)c3ccccc3)nc2n1,-12%

# Of the compounds above, eight contain a Cl atom:
SMILES,Pf Dd2 growth
Cc1nc(-c2ccc(C)c(S(=O)(=O)N3CCC(C(=O)Nc4ccc(Cl)cc4)CC3)c2)no1,11µM*
COc1ccc(N(Cc2cccs2)C(=O)c2ccc(OC)c(Cl)c2)cc1,3%
CCOc1ccc(-c2cc3nc(C4CCN(C(=O)OC(C)(C)C)CC4)c(C(=O)Nc4ccc(C)cc4Cl)cn3n2)cc1,4µM*
CCc1ccccc1NC(=O)Cc1c(C(=O)O)[nH]c2ccc(Cl)cc12,i
CCN(CC)S(=O)(=O)c1ccc2c(c1)N(CC(=O)Nc1ccc(Cl)cc1)C(=O)C1CCCN21 (stereo not drawn),-23%
Cc1ccc(C)c(N2CCN(c3nc4ccc(Cl)cc4n4cnnc34)CC2)c1,2%
O=c1c(-c2cc(-c3ccc(F)cc3)nc3c2COc2ccc(Cl)cc2-3)coc2ccc(F)cc12,?
O=C(Cn1ccn2nc3c(c2c1=O)CCCCC3)NCc1ccccc1Cl,?

# The list continues:
SMILES,Pf Dd2 growth
Cc1ccccc1Cn1cc(CCC(=O)NCc2cccc(Br)c2)c2ccccc21,i
COc1ccccc1C(=O)N1CCC2(CC1)CC(OC)CCO2 (stereo not drawn),i
Cc1cc(C)cc(NC(=O)C2CCN(S(=O)(=O)c3c(C)noc3/C=C/c3ccco3)CC2)c1,8%
O=C1N(C2CCCCC2)C[C@H]2CN(S(=O)(=O)c3ccc(F)cc3)CCN12,i
Cc1ccc(Cn2nnc3sc4c(c3c2=O)CCC(C)C4)cc1 (stereo not drawn),i
CCc1cc(CN2C[C@H](NC(=O)c3ncn[nH]3)C[C@H]2C(=O)NC(C)C)on1,3%
COc1ccc(Nc2oc(/C=C/c3ccc(F)cc3)nc2C#N)cc1,10%
COC(=O)c1ccc(NC(=O)CC2C(=O)N(c3ccccc3)C(=O)N2C2CCCC2)cc1 (stereo not drawn),-2%
O=C(NCC1CCOCC1)c1ccc(F)cc1,23%
COc1ccc(NC(=O)N(CCC(C)C)C(C)c2cccs2)c(OC)c1 (stereo not drawn),?
COc1cc(OC)c(NC(=O)CCCn2nc(C)c3c(C)n(-c4ccccc4)nc3c2=O)cc1Cl,3%
O=C1c2cnc(-c3ccsc3)nc2OCCN1CC1CC1,?
CCOc1ccc(C(=O)Nc2ccc(C(=O)OCc3cc(=O)n4c(C)csc4n3)cc2)cc1,i
COc1cccc(C(=O)NCC(c2ccc(N(C)C)cc2)N2CCOCC2)c1OC (stereo not drawn),?
CC(C)(C)OC(=O)N1CCC(c2c(C(=O)Nc3ccc4c(c3)OCCO4)cnn2-c2ccccc2)CC1,7.9µM*
COc1ccc(C2=NC(c3ccccc3)=Nc3ccc(C)cc3N2)cc1,13%
CCC(=O)N1CCc2cc(Br)cc(S(=O)(=O)NCCc3cccc(C)c3)c21,-17%
O=C([C@@H]1C[C@H](F)CN1C(=O)c1cccc(OC(F)(F)F)c1)N1CCOCC1,26%
Cc1ccc([N+](=O)[O-])cc1S(=O)(=O)N1CCn2cccc2C1c1ccccc1F (stereo not drawn),0%
COc1cccc(CN2CCCC(Nc3cc(N)ncn3)C2)c1 (stereo not drawn),-19%
Cc1cccc(-n2nc(CC(N)=O)nc2Cn2cc(C)c(=O)[nH]c2=O)c1C,25%
CC(C)c1ccc(NS(=O)(=O)c2ccc3[nH]cc(C(=O)NC4CCCCC4)c(=O)c3c2)cc1,-15%
CC(C)(C)NC(=O)N1CCCC(c2nc(CCOc3ccc(F)cc3)no2)C1 (stereo not drawn),-17%
Cc1ccc(C(=O)NC2CCN(c3cc(-c4ccc(F)cc4)[nH]n3)C2)cc1C (stereo not drawn),13µM*
Cc1cccc(C(=O)N2CCN(C(=O)c3nnn4c3COC(c3ccc(Cl)cc3)C4)CC2)c1 (stereo not drawn),?
SMILES,Pf Dd2 growth
O=C(NCC(c1cccnc1)N1CCN(Cc2ccccc2)CC1)C(=O)Nc1cccc(Cl)c1 (stereo not drawn),4µM*
Cc1ccc2nc3c(cc(C#N)c(=O)n3-c3nnc(SCc4ccccc4)s3)c(=O)n2c1,-3%
O=C(CCCc1ccccc1)NC1CC(=O)N(c2ccc(Cl)cc2)C1 (stereo not drawn),i
Cc1ccc(C)c(Cn2c(=O)n(Cc3ccccc3)c(=O)c3c2c2cc(C)ccc2n3C)c1,-4%
COc1ccc(-c2noc(Nc3cc(OC)cc(OC)c3)n2)cc1,?
O=C1COc2ccc(-c3ccc(F)c(Cl)c3)nc2CN1Cc1nc2ccccc2s1,-4%
Cc1ccc(C(=O)Nc2nc(-c3ccccc3)ns2)cc1,i
COc1ccccc1NC(=O)N1CC[C@H]2CC(=O)N([C@H](C(N)=O)C(C)C)CC[C@H]2C1,i
CC(=O)c1ccc(NC(=O)c2nc(-c3ccc(C)cc3)n3c2CCCCC3)cc1,?
COc1ccc(CNC(=O)Cn2ccn3nc4c(c3c2=O)CCCC4)cc1OC,-19%

# Screening data deposited in PubChem by National Center for Advancing Translational Sciences (NCATS).
